Tat transport: E. coli Tat transport inhibition; 340,000 tested, 0.036% active; AID 488895; E. coli MC4100 TorA-mCherry Tat export, fluorescence; inhibition, % at 10 µM;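 active means mean replicate inhibition at least 50% and at least half of replicates individually reaching 50%; inconclusive means only one of the two criteria met; inactive means neither criterion met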;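 further: exported cargo escapes ClpAP degradation while cytoplasmic cargo is degraded and loses fluorescence; 0% = median of neutral control wells and 100% = median of NaSCN control wells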
Rtt109 Vps75: C. albicans Rtt109 histone acetyltransferase inhibition; Q5AAJ8; purified Rtt109/Vps75, ThioGlo CoA-SH fluorescence, 4 h; inhibition, % at 34.9 µM; 330,000 tested, 0.16% active;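 active means inhibition of at least 50% in every replicate; inconclusive means best replicate reaches 50% inhibition but some replicates fall short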
Target sequence (Q5AAJ8 whole entry, looked up): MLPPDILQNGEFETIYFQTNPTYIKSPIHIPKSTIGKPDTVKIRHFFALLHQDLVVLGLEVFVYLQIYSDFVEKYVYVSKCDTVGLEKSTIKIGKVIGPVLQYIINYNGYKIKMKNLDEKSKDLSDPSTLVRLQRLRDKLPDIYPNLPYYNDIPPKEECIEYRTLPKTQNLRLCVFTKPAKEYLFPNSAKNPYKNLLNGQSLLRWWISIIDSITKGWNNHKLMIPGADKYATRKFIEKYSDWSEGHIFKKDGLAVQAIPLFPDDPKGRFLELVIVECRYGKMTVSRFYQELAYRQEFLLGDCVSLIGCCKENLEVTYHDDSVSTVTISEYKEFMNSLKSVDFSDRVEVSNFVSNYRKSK
CAL PDZ FP: inhibitors of human CAL PDZ peptide binding; 330,000 tested, 0.02% active; AID 504414; inhibition, % at 20 µM; Q9HD26; purified CAL PDZ, TMR-peptide fluorescence polarization, 1 h;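 active means highest replicate inhibition of at least 40%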;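 further: plate controls were DMSO neutral control wells for no effect and unlabeled competitor peptide control wells for full effect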
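Material: tagged CAL PDZ domain; buffer or medium: 25 mM sodium phosphate pH 7.4, 150 mM NaCl, TCEP, IgG, Thesit; compound dosing: single point, 20 µM; schedule: 1 h incubation at room temperature before polarization reading; measured by: FP readout, S and P plane fluorescence; read-out basis: percent inhibition from loss of millipolarization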
Wnt act: activators of Wnt/beta-catenin signaling. AID 743398. 300,000 tested, 1.2% active. activation, % at 9.35 µM. Wnt/beta-catenin reporter cell assay, activator, plate reader; in the data active means activation above about 30%, passing the limit was not always enough; inconclusive means no clear call, values can overlap the other calls;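 further: 0% = neutral control wells and 100% = positive control wells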
PfHsp90 set2: reduces growth (ATP signal) of yeast expressing P. falciparum Hsp90. S. cerevisiae expressing PfHsp90, BacTiter-Glo ATP, 48 h; yeast lacking PDR1 and PDR3 efflux regulators. 310,000 tested, 0.32% active. inhibition, % at 9.4 µM;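 active means every replicate shows inhibition above about 80%, whatever the replicate mean, limit read from the data; inconclusive means mean inhibition reaches the set limit but some replicate falls short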;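 further: 0% = DMSO neutral controls and 100% = 20 µM radicicol positive controls; yeast relying on Plasmodium falciparum Hsp90 in place of its own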
E coli growth: counter-screen for AddAB inhibitors: E. coli growth inhibition | E. coli V3065 growth, OD600 absorbance, 18 h | inhibition, % at 11.9 µM | 330,000 tested, 0.27% active | AID 449728;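 active means inhibition above the campaign's mean inhibition across all tested compounds plus 3 SD, cut at about 9.9% in these data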;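 further: uninfected addAB+ strain grown without phage in ampicillin broth; 0% = DMSO wells and 100% = ciprofloxacin 0.95 µg/ml wells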
AddAB inh: less growth of phage-infected E. coli with AddAB. AID 435030. 330,000 tested, 0.29% active. E. coli expressing H. pylori AddAB, absorbance growth. inhibition, % at 11.9 µM; in the data active means inhibition above about 12%;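 further: 0% = vehicle wells of infected cells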
DAGLB inhibitor: diacylglycerol lipase beta (human) inhibition | AID 504411 | inhibition, % at 5.17 µM | 340,000 tested, 0.059% active | Q8NCG7 | HEK293T DAGLB membrane lysate, EnzChek fluorogenic substrate; in the data active means inhibition above about 34%;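 further: 0% = enzyme with vehicle and 100% = wells lacking enzyme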
Target sequence (Q8NCG7 whole entry, looked up): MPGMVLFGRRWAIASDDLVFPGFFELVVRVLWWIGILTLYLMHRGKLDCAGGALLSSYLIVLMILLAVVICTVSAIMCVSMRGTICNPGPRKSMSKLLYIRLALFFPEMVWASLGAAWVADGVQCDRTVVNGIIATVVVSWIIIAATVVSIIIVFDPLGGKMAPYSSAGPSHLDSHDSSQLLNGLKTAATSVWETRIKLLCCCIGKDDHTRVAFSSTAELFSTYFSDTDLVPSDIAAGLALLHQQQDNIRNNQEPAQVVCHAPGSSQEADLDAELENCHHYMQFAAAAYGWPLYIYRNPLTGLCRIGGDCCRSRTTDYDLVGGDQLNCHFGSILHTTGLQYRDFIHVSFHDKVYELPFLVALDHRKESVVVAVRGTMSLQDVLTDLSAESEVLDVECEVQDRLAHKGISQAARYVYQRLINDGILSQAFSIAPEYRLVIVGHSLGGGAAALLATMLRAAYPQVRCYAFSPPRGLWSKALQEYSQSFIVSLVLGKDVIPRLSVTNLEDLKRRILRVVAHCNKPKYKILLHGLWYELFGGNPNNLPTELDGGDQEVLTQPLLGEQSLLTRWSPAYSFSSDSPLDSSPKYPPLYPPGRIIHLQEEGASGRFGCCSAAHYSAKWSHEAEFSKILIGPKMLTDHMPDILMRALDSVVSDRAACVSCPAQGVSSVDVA
phage Ecoli inh: E. coli growth loss with phage present | growth absorbance | inhibition, % at 11.9 µM | 360,000 tested, 0.26% active | AID 651602; in the data active means inhibition above about 11%
PvdQ acylase: blocks Pseudomonas aeruginosa PvdQ acylase activity | 340,000 tested, 0.063% active | purified PvdQ acylase, fluorescence plate reader | inhibition, % at 10 µM; in the data active means inhibition above about 30%, passing the limit was not always enough; inconclusive means no clear call, values can overlap the other calls;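 further: 0% = vehicle neutral wells and 100% = reference inhibitor wells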
The depositor's hits bear a star; u = inconclusive; x = no result given.

SMILES	Tat transport	Rtt109 Vps75	CAL PDZ FP	Wnt act	PfHsp90 set2	E coli growth	AddAB inh	DAGLB inhibitor	phage Ecoli inh	PvdQ acylase
CN1C(=O)c2c(sc3c2CC(C)(C)SC3)N2CCN=C12	6	0	-0.7	x	x	-2.4	1.4	2	2.5	9
COC(=O)c1ccc(C)c(NC(=O)CN(c2cc(OC)ccc2OC)S(C)(=O)=O)c1	1	-5	0.1	x	0	0.9	2.0	-1	-3.0	8
CCOc1ccc(N2C(=O)CC(N3CCN(C4CCc5ccccc5C4)CC3)C2=O)cc1 (stereo unspecified)	-5	9	-1.1	x	24	1.0	-0.8	0	-0.1	-15
Cc1ccccc1/[N+]([O-])=C/c1ccncc1	6	1	-1.1	x	2	1.8	1.0	-1	1.2	2
CC(C)C(c1nnnn1Cc1ccccc1)N1CCc2ccccc2C1 (stereo unspecified)	-6	2	-0.3	0	-21	-2.0	0.5	-1	1.6	-11
O=C(CCc1nc2ccccc2c(=O)[nH]1)Nc1cc(C(F)(F)F)ccc1N1CCOCC1	2	2	-2.7	x	15	0.4	1.9	2	0.5	-9
Cc1ccc(S(=O)(=O)N2CCN(C(=O)Cn3cnc4c3c(=O)n(C)c(=O)n4C)CC2)cc1C	10	8	0.0	11	-13	0.5	-0.6	-1	0.6	-16
Cc1ncoc1C(=O)N1CCCC(C(=O)c2cccc(C(F)(F)F)c2)C1 (stereo unspecified)	-2	25	-2.1	0	15	-0.4	2.9	-1	1.1	6
CCOC(=O)COn1c(=O)c(-c2ccc(F)cc2)[n+]([O-])c2ccccc21	-9	6	-1.0	-2	1	x	x	1	2.3	-8
CCOc1ccc(N2C(=O)/C(=C/c3cccs3)N(CC(=O)OC)C2=S)cc1	-7	-10	x	-4	5	-2.2	-0.8	-2	0.9	-13
COc1cccc(CNC(=O)CCC2CCCN(C(=O)c3cc(C)on3)C2)c1 (stereo unspecified)	-1	-3	-3.1	0	-36	0.7	-1.4	2	-2.5	-6
O=C(O)CCC(=O)N1CC=C(c2ccccc2)CC1	-4	-7	-1.9	3	15	-1.2	1.8	-4	-1.6	-12
Cc1cccc(NC(=O)C2CCN(S(=O)(=O)c3cccc4cccnc34)CC2)n1	5	-7	-1.0	-4	3	0.3	1.6	-2	2.7	1
S=C(NCCc1ccccc1)N1CCn2cccc2C1c1ccncc1 (stereo unspecified)	4	12	-1.2	4	9	-1.9	0.5	8	-0.6	-8
N#CCCN1CCN(CCC#N)C1=S	0	-1	0.5	-2	-10	x	x	2	0.9	-6
N#C/C(=C\Nc1ccc(Cl)cn1)S(=O)(=O)c1ccccc1	5	5	-0.3	1	18	-3.4	1.1	-2	2.8	0
CCCn1c(=N)n(CC(=O)O)c2ccccc21	-2	10	0.5	0	-7	-0.6	1.9	-2	2.1	10
COc1ccccc1-n1c(CNc2c(C)cccc2C)nnc1SCC(=O)N1CCOCC1	1	x	-1.9	1	-30	-4.5	0.1	1	1.9	-7
O=C(/C=C/c1ccccc1Cl)N1CCN(c2ncccn2)CC1	-13	1	-0.9	-3	5	1.0	5.5	-9	4.1	-6
O=C(NCc1ccccn1)C1CCCN(S(=O)(=O)c2ccc(Br)cc2)C1 (stereo unspecified)	-7	-1	0.0	-2	23	1.1	2.0	-2	0.9	-9
CCOC(=O)CSc1nc2c([nH]c3ccccc32)c(=O)n1C	2	x	-2.4	-3	-20	1.9	2.7	2	1.9	-6
CCc1onc(C)c1C(=O)O	12	-1	-0.4	-1	44	-1.8	1.8	-3	1.6	-2
O=S(=O)(c1ccccc1)c1cnc(-c2cccnc2)nc1-c1ccc(Cl)cc1Cl	u	2	0.3	x	-81	-1.6	0.5	-2	3.0	-18
CC(C)(C)OC(=O)NC(Cc1ccccc1)C(=O)N1CCC(C(=O)NCC(=O)Nc2ccc(F)cc2)CC1 (stereo unspecified)	0	13	-1.6	1	-10	0.3	1.9	-2	0.7	-3
O=C(N/N=C/c1cccc2ccccc12)c1cc2ccccc2o1	-3	4	-2.5	2	-5	x	x	-8	0.9	6
Following part
SMILES	Tat transport	Rtt109 Vps75	CAL PDZ FP	Wnt act	PfHsp90 set2	E coli growth	AddAB inh	DAGLB inhibitor	phage Ecoli inh	PvdQ acylase
COc1cc(C(=S)N2CCOCC2)ccc1OS(=O)(=O)c1ccc(C)cc1	7	4	x	0	1	2.5	3.2	-2	-0.2	-9
CCN(c1ccccc1)S(=O)(=O)c1ccc(N)cc1	3	-5	-0.2	-3	-16	2.1	2.5	-2	3.9	-15
Cc1sc(Cc2nc(O)cs2)nc1-c1ccccc1	-2	-9	0.3	4	-22	-4.6	0.2	x	-0.2	-2
CCn1cc(C(=O)NCc2ccccn2)c(=O)c2cc(F)c(N3CCN(C)CC3)cc21	5	-1	-2.2	x	6	93*	98*	-3	6.5	-13
O=C(CCNC(=O)c1ccc([N+](=O)[O-])cc1)Nc1ccccc1N1CCCCC1	-4	4	-1.6	6	-2	0.1	0.0	1	0.9	-10
Cc1ccc(S(=O)(=O)N2CCC[C@H]2C(=O)OCc2cc(=O)oc3cc(C)ccc23)cc1	9	3	-0.8	3	8	-1.1	1.1	-2	3.2	-7
CN(C(=O)COC(=O)c1cncc(Br)c1)C1CCCCC1	-7	12	-0.9	0	4	0.3	-0.9	0	2.6	11
CCNc1ccc(C(=O)OCC(=O)N2c3ccccc3NC(=O)C2(C)C)cc1[N+](=O)[O-]	3	-3	-1.8	-6	25	1.2	1.0	-1	2.5	-9
O=c1c2c(nc3cc(-c4cccc(F)c4)[nH]n13)CCC2	-1	-1	-2.5	9	11	2.3	-0.6	0	5.1	-3
CCOC(=O)N1CCN(C(=O)c2ccc(CNS(=O)(=O)c3ccc(NC(C)=O)cc3)cc2)CC1	1	-2	-2.7	1	0	0.0	4.2	0	2.7	-4
Fc1ccccc1OCCCCCCN1CCCC1	-7	7	-1.5	x	-27	-0.5	1.1	0	3.8	-8
CN1c2ccc(Cl)cc2C(=O)NC1c1ccc([N+](=O)[O-])s1 (stereo unspecified)	-12	1	0.1	-1	-20	0.9	2.5	1	3.5	14
CSc1ccc(CNC(=O)Cc2ccc(NC(=O)C3=C(C)OCCS3)cc2)cc1	-7	5	-0.9	11	11	1.4	4.4	-2	-0.2	-12
C=CCn1c(SCc2ccc(C(=O)NCCO)cc2)nc2sc(C)c(C)c2c1=O	-4	-11	0.6	-6	-19	-1.4	-1.7	7	2.5	-8
CN(C)S(=O)(=O)c1ccc(C(=O)Nc2ccnn2C2CCCCC2)cc1	2	-15	0.4	2	-38	2.2	1.2	0	1.4	-12
O=C(CN1C(=O)C2C3C=CC(C4CC34)C2C1=O)Oc1ccccc1 (stereo unspecified)	-2	-5	-0.7	x	3	2.0	1.7	0	2.4	34*
CN(CCC1CCOCC1)C(=O)C1CCC(=O)N(CCc2cccc(F)c2)C1 (stereo unspecified)	-1	-13	-3.8	-1	23	-0.4	4.6	4	1.8	-5
Cc1cc2nc(C)n(CCCNC(=O)Nc3ccc(C#N)cc3)c2cc1C	-13	0	-3.0	x	3	2.2	1.9	-1	5.2	-6
c1cc2nnnn2nc1N1CCCCCC1	-4	-5	0.0	x	8	2.5	2.0	-2	1.5	2
COc1ccc(C)cc1S(=O)(=O)N(C)CC(=O)NC1CC1	-1	7	-0.7	-2	-12	1.2	1.2	-2	4.2	5
CC(C)CCNC(=O)C1CC(c2cccc([N+](=O)[O-])c2)=NO1 (stereo unspecified)	-5	-8	0.2	2	8	2.2	-0.3	1	3.4	-9
CCCC(C(=O)NC1CCCC1)N(C(=O)Cn1nnc(-c2ccc(C)o2)n1)c1cccc(O)c1 (stereo unspecified)	5	21	-2.9	-3	-2	x	x	-2	2.8	12
CC(C)NCC(O)COc1ccc(CC(N)=O)cc1 (stereo unspecified)	x	1	-0.2	-1	-21	0.7	1.6	1	4.7	-5
COc1cccc(N2CCN(C(=O)/C=C/c3ccco3)CC2)c1	-2	12	0.0	3	-52	-2.4	0.3	-7	1.5	-13
CN(NC(=O)Nc1ccccc1)c1cnn(C)c(=O)c1Cl	-10	3	-0.7	-1	7	5.2	1.9	x	3.6	-7

Record cards, from the list above:
CCOc1ccc(N2C(=O)CC(N3CCN(C4CCc5ccccc5C4)CC3)C2=O)cc1 (stereo unspecified) in the list: Tat transport: -5; Rtt109 Vps75: 9; CAL PDZ FP: -1.1; Wnt act: x; PfHsp90 set2: 24; E coli growth: 1.0; AddAB inh: -0.8; DAGLB inhibitor: 0; phage Ecoli inh: -0.1; PvdQ acylase: -15
O=C(/C=C/c1ccccc1Cl)N1CCN(c2ncccn2)CC1 in the list: Tat transport: -13; Rtt109 Vps75: 1; CAL PDZ FP: -0.9; Wnt act: -3; PfHsp90 set2: 5; E coli growth: 1.0; AddAB inh: 5.5; DAGLB inhibitor: -9; phage Ecoli inh: 4.1; PvdQ acylase: -6

The list continues.
SMILES	Tat transport	Rtt109 Vps75	CAL PDZ FP	Wnt act	PfHsp90 set2	E coli growth	AddAB inh	DAGLB inhibitor	phage Ecoli inh	PvdQ acylase
Cc1cccc(C(=O)Nc2nc(C)c(C(=O)Nc3ccc4c(c3)CCC4)s2)c1	-8	-12	-2.3	x	-15	2.4	4.9	-5	3.4	-6
N#C/C(C(=O)NCCc1ccccc1)=C1/N=C(NC(=O)c2cccs2)c2ccccc21	-3	2	-0.4	-1	-20	2.9	3.2	-7	4.5	6
O=C(NCc1ccco1)C(c1ccco1)N(C(=O)Cn1nnc2ccccc21)c1ccc2c(c1)CCC2 (stereo unspecified)	11	17	-2.6	-2	-11	-2.7	2.7	-3	1.8	-5
COc1cc2c(c(OC)c1OC)-c1ccc(NC(=O)c3ccc(F)cc3)c(=O)cc1[C@@H](NC(C)=O)CC2	3	2	-1.5	2	-2	-1.0	-0.9	0	-6.0	3
Cc1cc(C)n(-c2nncn2/N=C/c2ccccc2F)n1	0	20	x	3	3	-0.5	0.5	-1	2.8	-15
O=C(O)CSCc1ccc(C(=O)O)o1	-6	-11	-2.0	0	33	-0.6	-1.9	-3	2.6	-11
O=C(CCCC(=O)OCC(=O)NC1CCCC1)Nc1ccccn1	-6	u	0.1	x	4	2.2	0.9	0	-0.8	10
COCCNC(=O)C(=O)NCC1OCCN1S(=O)(=O)c1ccc(F)cc1 (stereo unspecified)	0	3	-0.3	2	-2	4.3	0.4	0	1.6	-13
Cc1cccc(C)c1OCc1nnc(SCC(=O)NCc2ccccc2)o1	12	-7	-1.7	-2	3	0.9	-1.5	2	3.6	0
CC(C)OCc1c(C(=O)Nc2nccs2)oc2ccccc12	-3	-2	-0.6	0	3	-3.6	-1.5	-2	-2.1	-4
O=C(NC1CC1)C1=C[C@@H](C2CC2)C[C@@H](OCCCCO)O1	-7	-11	0.3	-3	13	1.4	2.6	-2	2.5	-18
Cc1ccc(Cn2c(=O)c3c(nc4n3CCCN4Cc3ccccc3)n(C)c2=O)cc1	9	6	-0.4	-4	8	0.2	0.9	-1	2.6	-14
COc1ccc(OCC(O)Cn2c(N)nc3c2c(=O)[nH]c(=O)n3C)cc1 (stereo unspecified)	1	-4	-1.4	20	22	-1.8	-1.5	1	0.9	-15
Cc1cc(Nc2ccc(Br)cc2F)n2nc(C)nc2n1	11	6	0.0	-2	-6	1.4	3.0	1	2.1	-6
COc1ccc(OCC(=O)Nc2c(C(=O)N(CCN(C)C)Cc3ccco3)oc3ccccc23)cc1	9	5	-5.8	-2	9	-1.4	-1.2	-8	1.7	-9

Screening results from PubChem BioAssay.
